Screening data from PubChem BioAssay.
TRPC4 inh = inhibitors of mouse TRPC4 channel; hit rate 0.39% among 300,000; B-score at 10 µM; AID 2247; Q9QUQ5; HEK293 TRPC4beta/mu-opioid, DAMGO-evoked Fluo4 calcium flux; hits give low values;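 active means B-score over 3 SD under the library average, no early fluorescence shift, positive overall ratio signal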
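Material: HEK293 cells with stable TRPC4beta plus mu-opioid receptor expression; probe or stimulus: DAMGO in two steps, submaximal then maximal; technique: Fluo4 calcium fluorescence by kinetic imaging, 5 s 1 Hz baseline; measure: integrated fluorescence ratio relative to baseline, converted to per-well B score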
TRPC6 inhibitor = mouse TRPC6 channel inhibition | Q61143 | HEK293-TRPC6, membrane potential dye, ACh-evoked depolarization; hits give low values | B-score at 10 µM | hit rate 1.1% among 310,000 | AID 2553;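 active means B-score under library mean minus 3 SD, initial fluorescence not abnormally high, positive integrated signal ratio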;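 further: B-score derived from integrated fluorescence ratio over the kinetic read; more negative B-score means stronger inhibition of depolarization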
SKKanGAS inh = blocks kanamycin growth of S. pyogenes SKKanGAS strain. hit rate 1.3% among 300,000. inhibition, % at 7.5 µM. BacTiter-Glo, 6 h;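 active means mean replicate score, as percent of positive control median, at least 50; inconclusive means mean below 50 but one replicate at or above 50; inactive means mean and every replicate below 50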;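 further: strain carries kanamycin resistance gene driven by streptokinase promoter and grows in 40 µg/ml kanamycin; loss of luminescence reflects streptokinase promoter inhibition or plain growth inhibition; 0% = median of DMSO wells and 100% = positive control at its reference dose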
TRPC4 potent = TRPC4 (mouse) allosteric potentiation. HEK293 TRPC4beta/mu-opioid, DAMGO EC20, Fluo-4 Ca2+ flux; hits give high values. B-score at 10 µM. hit rate 0.42% among 310,000;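 active means B-score of calcium response area above 5 SD of library B-scores, with initial fluorescence ratio within 5 SD of library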;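 further: B-score of integrated fluorescence ratio over time as area under calcium response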
MrgX1 antagonist = blocks BAM8-22 activation of human MrgX1 receptor; MRGX1-HEK293 calcium flux, Fluo-4, BAM8-22 antagonism; hits give low values; AID 588676; Q96LB2; B-score at 10 µM; hit rate 1.3% among 310,000;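 active means calcium-response B-score plate-corrected more than 3 library SD below zero, starting fluorescence within 5 deviations, no agonist response on first addition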;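 further: peak minus trough fluorescence over baseline after final BAM8-22 challenge near maximal dose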
Target sequence (Q96LB2 whole entry, looked up): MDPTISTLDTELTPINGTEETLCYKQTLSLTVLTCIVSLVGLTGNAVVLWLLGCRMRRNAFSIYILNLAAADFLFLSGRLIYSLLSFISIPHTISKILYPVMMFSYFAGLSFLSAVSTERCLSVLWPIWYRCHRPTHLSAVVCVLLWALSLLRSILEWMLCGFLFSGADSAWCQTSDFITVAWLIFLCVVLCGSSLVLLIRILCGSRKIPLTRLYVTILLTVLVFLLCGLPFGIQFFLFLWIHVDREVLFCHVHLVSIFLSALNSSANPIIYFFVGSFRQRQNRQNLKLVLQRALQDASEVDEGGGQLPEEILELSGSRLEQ
aSyn UTR inh = MLPCN primary screen, SNCA 5' untranslated region. alpha-synuclein 5'UTR reporter, inhibitor activity. hit rate 0.82% among 300,000. inhibition, % (tested at 7.5 µM); in the data active means inhibition above about 60%; inconclusive means no clear call, values can overlap the other calls;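 further: H4 neuroglioblastoma cells stably carrying SNCA 5'UTR luciferase fusion; 0% = DMSO wells and 100% = positive control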
TRPC6 activator = activates the mouse TRPC6 cation channel; Q61143; HEK293-TRPC6 membrane potential dye fluorescence; hits give high values; B-score at 10 µM; hit rate 0.13% among 310,000; AID 2550;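 active means B-score of the integrated fluorescence ratio above library mean plus 3 SD, and starting fluorescence ratio within library mean plus 5 SD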;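 further: higher score means more depolarization so channel activation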
IEC-6 cytotox = IEC-6 cytotoxicity, counter-screen for KLF5 inhibitors | hit rate 0.78% among 290,000 | luminescence viability | inhibition, % at 5 µM | AID 1825; in the data active means inhibition above about 22%;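 further: 0% = plate median of test compound wells and 100% = cytotoxic reference compound wells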
KLF5 inhibitor = kruppel-like factor 5 inhibition; inhibition, % at 5 µM; AID 1700; DLD-1 KLF5 promoter-luciferase reporter, luminescence; hit rate 0.23% among 290,000;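 active means inhibition above a per-plate limit of that plate's mean compound inhibition plus 3 SD, cut at about 60% in these data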;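 further: 0% = DMSO wells and 100% = LY294002 at 200 µM; higher means less KLF5 promoter-driven luciferase light; inactives centre near -14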
HIF activator = HIF pathway transcriptional activation; U2OS HRE-luciferase reporter, luminescence; normalized: DMSO 0%, desferrioxamine 100%; activation, % at 7.5 µM (by protocol); hit rate 0.32% among 300,000; AID 1910;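 active means mean activation of at least 10% of the iron chelator positive control signal, with at least half of replicates also reaching 10%; inconclusive means mean and replicate majority disagree about reaching 10%; inactive means mean and most replicates under 10%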
TRPC4 agonist = activators of mouse TRPC4 channel; Q9QUQ5; HEK293 TRPC4beta/mu-opioid, Fluo4 calcium fluorescence; hits give high values; B-score at 10 µM; hit rate 0.49% among 310,000;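 active means B-score above 5 SD of library B-scores, and initial fluorescence ratio not above library mean plus 5 SD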;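 further: positive B-score marks a calcium rise read as TRPC4 activation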
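Incubation: 45 min room-temperature Fluo4 loading, 110 s read / System: HEK293 cells stably co-expressing mouse TRPC4beta and mu-opioid receptor / Signal: Fluo4 fluorescence, kinetic / Control set: buffer (low) and maximal DAMGO (high) / Measure: integrated baseline-normalised fluorescence ratio, converted to per-well B score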
Active calls of the source: *; i = inactive; ? = inconclusive; / = not tested or not shown. Hits appear at their usual frequency; overall some 5.8% were active at least once.

SMILES	TRPC4 inh	TRPC6 inhibitor	SKKanGAS inh	TRPC4 potent	MrgX1 antagonist	aSyn UTR inh	TRPC6 activator	IEC-6 cytotox	KLF5 inhibitor	HIF activator	TRPC4 agonist
Cc1ccc2cc(CN(CC3CCCO3)C(=S)Nc3ccccc3)c(=O)[nH]c2c1 (stereo not drawn)	i	i	8	i	i	31	i	5	19	1.2	i
COc1ccc(CCN=C(N)NS(=O)(=O)c2ccccc2)cc1OC	i	i	-5	i	i	29	i	-4	0	-0.9	i
Cc1ccc(-c2cc(C(=O)OCC(=O)N(C)C3CCS(=O)(=O)C3)c3ccccc3n2)c(C)c1 (stereo not drawn)	i	i	-3	i	i	12	i	0	4	-0.8	i
CCC(=O)C1=C(N2CCCC2)CC(C)(C)CC1=O	i	i	0	i	i	-7	i	-8	-9	-0.9	i
O=C(CSc1nc2ccccc2[nH]1)N1CCCCC1	i	i	-2	i	i	-136	i	0	-76	2.0	i
Cc1ccc(C2C(=O)N(C3CCCC3)CC(=O)N2CC2COc3ccccc3O2)cc1 (stereo not drawn)	i	i	-4	i	i	16	i	3	-7	-0.2	i
Cc1c(NC(=O)COc2ccc3ccccc3c2)c(=O)n(-c2ccccc2)n1C	i	i	8	i	i	38	i	-5	-1	0.0	i
C/C(=N\NC(=S)Nc1ccc(C)cc1)c1cccc(N)c1	i	i	8	i	i	-20	i	11	-7	1.3	i
CC(=O)N/C(=C\c1ccc(F)cc1)C(=O)NC(Cc1c[nH]c2ccccc12)C(=O)O (stereo not drawn)	i	i	-4	i	i	21	i	-4	-10	-0.4	i
Cc1cccn2c(=O)c3cc(C(=O)NCCc4ccccc4)sc3nc12	i	i	3	i	i	-36	i	-1	-71	2.3	i
Cc1cccc(CN2CCc3c(OCC(=O)N4CCCc5ccccc54)cccc3C2=O)c1	i	i	1	i	i	12	i	-6	-10	-0.1	i
COc1ccc(NC(=O)C2CCN(S(=O)(=O)c3c(C)noc3C)CC2)cc1OC	i	i	-3	i	i	2	i	0	6	2.0	i
CCOc1ccccc1OC(=O)c1cc2ccccc2oc1=O	i	i	9	i	i	-11	i	5	-20	1.5	i
COc1ccc(-c2csc3ncnc(N4CCN(S(=O)(=O)c5cccc(C(F)(F)F)c5)CC4)c23)cc1	i	i	-13	i	i	-25	i	/	/	0.2	i
Cc1cc(C)c2c(NC(=S)NC(=O)c3ccccc3)n[nH]c2n1	i	i	6	i	i	/	i	-1	-21	/	i
CC(=O)Nc1nccc(-c2cc(-c3ccccc3)no2)n1	i	i	0	i	i	-180	i	-2	-7	2.7	i
Cc1ccc(NC(=O)/C(C#N)=C(\N)C(Cl)(Cl)Cl)nc1	i	i	10	i	i	-68	i	2	-54	3.2	i
COc1ccc(/C=N\NC(=O)COc2ccc(C(C)(C)C)cc2)cc1Cn1nc(C)cc1C	i	i	-7	i	i	5	i	-2	-27	-0.2	i
COc1cccc(-c2nnc3n2N=C(C(C)(C)C)CS3)c1	i	i	-17	i	i	35	i	-3	-1	5.9	i
Cc1c(Cc2ccccc2)c(=O)oc2c(C)c(OC(C)C(=O)NCC3CCC(C(=O)O)CC3)ccc12 (stereo not drawn)	i	i	27	i	i	20	i	4	18	-0.4	i
COc1ccc2c(c1)cc1c(=O)n(CC(=O)NC(C)CCc3ccccc3)nc(C)n12 (stereo not drawn)	i	i	-3	i	i	8	i	-5	-16	-0.2	i
O=C(CSc1nnc(-c2cc(-c3cccs3)nc3ccccc23)o1)NC1CCCCC1	i	i	14	i	i	-4	i	-2	-4	-0.3	i
OC(CNC1Cc2ccccc2C1)COc1ccc(F)cc1 (stereo not drawn)	i	i	6	i	i	-1	i	-2	-22	-0.2	i
COC(=O)c1ccc(Oc2coc3cc(OCc4cnn(-c5ccccc5)c4)ccc3c2=O)cc1	i	i	5	i	i	-12	i	4	-4	1.1	i
Cc1ccc(CNC(=O)C2CCCN2C(=O)Nc2ccccc2)cc1 (stereo not drawn)	i	i	-1	i	i	-1	i	-3	-45	0.9	i
COc1ccc(Cl)cc1S(=O)(=O)N1CCN(C(=O)c2ccco2)CC1	i	i	4	i	i	3	i	0	-3	0.0	i
CN(C)S(=O)(=O)c1cccc(NC(=O)CSc2cccc3cccnc23)c1	i	i	15	i	i	16	i	18	24	0.4	i
O=c1[nH]c(C2CCCN(S(=O)(=O)c3ccccc3)C2)nc2c1nnn2Cc1ccc2c(c1)OCCO2 (stereo not drawn)	i	i	39	i	i	26	i	6	0	-0.5	i
CCC(CC)c1nnc(NC(=O)c2ccc3ccccc3n2)s1	i	i	79*	i	i	-86	i	35*	2	3.3	i
O=C(CNc1cccc(S(=O)(=O)N2CCCCC2)c1)Nc1ccccc1F	i	i	-2	i	i	3	i	-5	10	0.4	i
CC(SC(=S)N1CCOCC1)C(=O)O (stereo not drawn)	i	i	-2	i	i	3	i	-8	-49	-0.1	i
COc1cccc(NC(=O)c2nc3ncccn3n2)c1	i	i	-8	i	i	-45	i	3	43	1.3	i
C=CCNC(=O)c1onc(CSc2ccc(F)c(F)c2)c1C(=O)O	i	i	10	i	i	9	i	-4	-25	0.1	i
Cc1ccccc1C(=O)c1cccn1CC(=O)NCc1ccco1	i	i	1	i	i	-13	i	-1	-10	-0.2	i
COc1ccc(NC(=O)CSCC(=O)N=c2sccn2C)cc1	i	i	-1	i	i	1	i	-2	-13	0.4	i
CCOC(=O)c1c(C)oc(/N=C/c2ccccc2O)c1C#N	i	i	2	i	i	4	i	-6	-31	-0.4	i
Cc1cccn2c(=O)c3cc(S(=O)(=O)c4ccc(Br)cc4)c(=N)n(C4CCCCC4)c3nc12	i	i	-6	i	i	8	i	6	-11	-0.2	i
CCOc1ccccc1OCCCC(=O)N(CC)CC(=O)Nc1c(F)cccc1F	i	i	-2	i	i	0	i	/	/	-0.1	i
COc1ccc(/C=C/C(=O)OCC(=O)Nc2cccc(Oc3ccccc3)c2)c(OC)c1	i	i	2	i	i	14	i	-4	13	-0.2	i
CC(=O)c1c(C)oc2ccc(N(C(=O)c3ccncc3)S(=O)(=O)c3ccccc3)cc12	i	i	-2	i	i	-25	i	2	-12	-0.6	i
S=C1NCN(Cc2ccco2)CN1CCc1ccccc1	i	i	-1	i	i	/	i	2	-14	/	i
Cc1oc(-c2ccccc2Cl)[n+]([O-])c1C	i	i	4	i	i	34	i	-4	-19	0.0	i
CSCC[C@@H](CO)NC(=O)c1ccc2nc(C3CCCCC3)oc2c1	i	i	2	i	i	1	i	-12	-22	-0.8	i
CCC(C)c1ccc(C2C3=C(Nc4nc(N)[nH]c(=O)c42)c2ccccc2C3=O)cc1 (stereo not drawn)	i	i	?	i	i	-2	i	-3	-15	-0.1	i
O=C(Nc1nnc(/C=C/c2ccccc2)s1)c1ccco1	i	i	-3	i	i	-83	i	2	-50	1.2	i
O=C(O)c1ccccc1NCc1ccncc1	i	i	2	i	i	-11	i	-1	-28	-0.5	i
C[C@H](NC(=O)c1ccc2c(c1)OCO2)c1nnc2ccccn12	i	i	5	i	i	-4	i	-1	-9	0.1	i
COCCNC(=O)c1cccc(S(=O)(=O)N2CC3(C)CC2CC(C)(C)C3)c1 (stereo not drawn)	i	i	-12	i	i	25	i	/	/	-0.2	i
Clc1nccc(NCc2ccccc2)n1	i	i	-7	i	i	-11	i	/	/	2.0	i
Cc1cc([N+](=O)[O-])ccc1NC(=O)CSc1nncn1-c1cccnc1	i	i	0	i	i	-17	i	2	-12	-0.5	i
COc1ccc(OC)c(S(=O)(=O)Nc2ccc3oc4c(c3c2)C(=O)CCC4)c1	i	i	4	i	i	-16	i	4	-19	0.0	i
Cc1cc(C)nc(SCc2nc(N)nc(-c3ccccc3O)n2)n1	i	i	-12	i	i	23	i	-6	-11	-0.6	i
COc1ccc(CCNC(=O)c2cc3c(=O)n(C)c4ccccc4c3n2C)cc1OC	i	i	10	i	i	44	i	5	-8	0.2	i
COc1cc(C(=O)Nc2sc3c(c2C#N)CCN(C(C)=O)C3)cc(OC)c1OC	i	i	5	i	i	3	i	1	3	-0.2	i
Cc1cccc(C)c1NC1=NC(=S)N(c2ccccc2)C12CCOC(C)(C)C2 (stereo not drawn)	i	i	3	i	i	-59	i	-2	-15	0.1	i
COC(=O)/C(=C\C(=O)c1ccccc1)Nc1cccc(C(F)(F)F)c1	i	i	1	i	i	-185	i	0	-37	5.1	i
O=C(/C=C/c1cccc([N+](=O)[O-])c1)N1CCN(S(=O)(=O)c2cccs2)CC1	i	i	-6	i	i	31	i	-8	-25	-0.2	i
Cc1ccc2nsnc2c1S(=O)(=O)N1CCCC1C(=O)O (stereo not drawn)	i	i	-7	i	i	-6	i	-4	5	0.0	i
COc1cccc(OCC(=O)NNC(=O)CCc2ccccc2)c1	i	i	-7	i	i	-3	i	-5	-23	-0.3	i
CCOC(=O)N1CCN(Cc2nc(-c3ccc(OC)cc3)no2)CC1	i	i	-5	i	i	3	i	0	-27	-0.3	i

The listing continues:
SMILES	TRPC4 inh	TRPC6 inhibitor	SKKanGAS inh	TRPC4 potent	MrgX1 antagonist	aSyn UTR inh	TRPC6 activator	IEC-6 cytotox	KLF5 inhibitor	HIF activator	TRPC4 agonist
CC(=O)Oc1ccc(C(=O)Nc2cccc(-c3nnc(-c4ccco4)o3)c2)cc1	i	i	1	i	i	-50	i	-4	-29	0.0	i
CC(C)c1ccc(C(=O)CSc2ncn[nH]2)cc1	i	i	-5	i	i	-137	i	-7	-83	/	i
CC(OC(=O)c1cccs1)C(=O)Nc1nc(-c2ccccc2)cs1 (stereo not drawn)	i	i	-15	i	i	-29	i	1	-10	0.1	i
COc1cnc(-c2ccccc2)nc1OC	i	i	-1	i	i	-13	i	-7	-4	2.5	i
COc1ccc(CN(C)C(=O)Cc2c[nH]c3ccccc23)cc1	i	i	-6	i	i	19	i	-5	-59	2.2	i
O=C(NC1CCS(=O)(=O)C1)c1cnccn1 (stereo not drawn)	i	i	18	i	i	-9	i	-4	-30	0.1	i
CCCOc1ccc(C(=O)ON=C2CCN(C)CC2)cc1	i	i	-5	i	i	-9	i	8	-6	-0.3	i
